# LDHA block – inhibitors of human lactate dehydrogenase A; purified LDHA, NADH/diaphorase-resazurin fluorescence; stronger effect = lower value; 480,000 tested, 0.15% active; activity change, % (values are at about 110 or 230 µM); P00338; in the data active means activity change below about -30%; inconclusive means mostly about -25% to -30%;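 further: plate controls were DMSO wells for no effect and wells without enzyme for full effect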
#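 LDH5 2 nM; NADH 0.06 mM, pyruvate 0.2 mM; 200 mM Tris pH 7.4, EDTA, Tween-20; 5 min RT. Detection: diaphorase 0.133 mg/mL + resazurin 37 µM, fluorescence ex540/em590 at 0 and 20 min; normalized to enzyme-free and DMSO wells.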
# Glioma ERSR ind – inducers of ER stress response in human glioma cells; U87-MG GRP78 promoter luciferase reporter, 16 h; Potency, µM, for the others: at the highest dose activation, actives largely listed as activators; 420,000 tested, 0.02% active; further: potency means the concentration at half of the fitted maximal effect; series mostly up to about 76 µM; % of control where 0% means no effect; nearly all actives have a fitted effect of over 35% in size
#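 Stably transfected U87-MG glioma cells carrying a GRP78-based luciferase sensor; 16 h compound incubation. Luminescence end-point read 10 min after Bright-Glo addition at room temperature.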
# APE1 inh – inhibitors of human APE1 endonuclease; P27695; recombinant APE1, TAMRA/BHQ-2 abasic DNA cleavage fluorescence; Potency, µM (series often up to 65.8 µM), for inactives: top-dose activity change, negative = inhibition, most hits filed as inhibitors; 350,000 tested, 0.35% active;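 further: potency means the concentration at half of the fitted maximal effect; plate controls were vehicle for no effect and reference inhibitor for full effect; nearly all actives have a fitted effect of over 55% in size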
#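 Compound pre-exposure to 0.75 nM APE1, 15 min at ambient temperature. Reaction initiated with 50 nM TAMRA/BHQ-2 THF substrate, read immediately in kinetic mode, 525 nm excitation, 598 nm emission.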
# Anesthetic bind – binds horse apoferritin like a general anesthetic; P02791; Potency, µM (highest dose often 77.5 µM), inactives show at the highest dose activity change, negative = displacement, usual class: inhibitors; AID 485281; 350,000 tested, 0.074% active; apoferritin/1-aminoanthracene competitive binding, fluorescence; further: potency means the concentration at half of the fitted maximal effect; on the % scale 0 is the no-effect control and ±100 the full control effect; nearly all actives have a fitted effect of over 20% in size
# Target sequence (P02791 2-175 limits assumed): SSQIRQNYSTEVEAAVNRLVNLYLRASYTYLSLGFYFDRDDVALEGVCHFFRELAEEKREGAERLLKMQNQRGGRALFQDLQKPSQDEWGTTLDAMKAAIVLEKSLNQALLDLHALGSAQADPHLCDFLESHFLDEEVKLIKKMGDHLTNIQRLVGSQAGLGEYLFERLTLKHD
#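 Steps: apoferritin (10 uM) was premixed with half-saturated 1-AMA in PBS, compounds were pin-transferred, plates stood 10 min at room temperature, fluorescence was read at 380/535 nm, and curves were fitted with a Hill equation.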
# POLK inh – blocks human DNA polymerase kappa activity. purified Pol kappa, fluorescent DNA synthesis assay, 10 min. AID 588579. Potency, µM (highest dose often 107 µM), for inactives: at the top dose activity, negative = inhibition, usual class: inhibitors. Q9UBT6. 400,000 tested, 0.53% active; further: potency means the concentration at half of the fitted maximal effect; on the % scale 0 is the no-effect control and ±100 the full control effect
#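 10 nM Pol kappa preincubated 15 min at room temperature with compounds, then reaction started with substrate at 50 nM final. Fluorescence read kinetically at 0 and 10 min; buffer-only wells served as negative control.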
# BLM inh – Bloom syndrome helicase (human) inhibition | P54132 | recombinant BLM DNA unwinding, fluorescence dequenching | Potency, µM (top dose mostly 56.1 µM), for the others: at the highest dose activity change, negative = inhibition, actives largely listed as inhibitors | 350,000 tested, 0.2% active | AID 2528;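 further: potency means the concentration at half of the fitted maximal effect; plate controls were vehicle for no effect and no enzyme for full effect; nearly all actives have a fitted effect of over 35% in size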
# POLI inh – blocks human DNA polymerase iota activity; Q9UNA4; Pol iota fluorescent replication assay, 10 min; Potency, µM (doses to about 115 µM), without a hit: at the top dose activity, negative = inhibition, usual class: inhibitors; 390,000 tested, 1% active; further: potency means the concentration at half of the fitted maximal effect
# Target sequence (Q9UNA4 whole entry, looked up): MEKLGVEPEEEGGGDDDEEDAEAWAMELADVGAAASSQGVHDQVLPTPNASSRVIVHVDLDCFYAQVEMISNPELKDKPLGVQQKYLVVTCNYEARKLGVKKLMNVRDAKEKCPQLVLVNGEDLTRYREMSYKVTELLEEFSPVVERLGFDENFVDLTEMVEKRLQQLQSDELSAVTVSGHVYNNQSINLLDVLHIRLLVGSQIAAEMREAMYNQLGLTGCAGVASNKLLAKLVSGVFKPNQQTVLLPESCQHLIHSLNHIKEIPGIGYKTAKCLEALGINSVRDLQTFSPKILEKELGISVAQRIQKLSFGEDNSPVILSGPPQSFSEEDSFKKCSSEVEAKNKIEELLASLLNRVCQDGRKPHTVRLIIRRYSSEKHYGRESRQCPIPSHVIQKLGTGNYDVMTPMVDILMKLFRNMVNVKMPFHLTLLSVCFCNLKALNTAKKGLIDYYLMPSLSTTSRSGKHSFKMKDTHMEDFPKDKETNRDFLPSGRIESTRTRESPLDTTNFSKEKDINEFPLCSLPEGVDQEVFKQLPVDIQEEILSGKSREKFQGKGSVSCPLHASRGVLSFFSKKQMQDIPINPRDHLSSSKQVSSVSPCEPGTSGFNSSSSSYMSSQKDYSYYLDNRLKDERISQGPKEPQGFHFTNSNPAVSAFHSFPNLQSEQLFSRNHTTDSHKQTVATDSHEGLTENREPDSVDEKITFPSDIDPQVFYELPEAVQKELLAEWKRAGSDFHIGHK
#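 Pol iota at 10 nM preincubated 15 min with compounds at room temperature; reaction started with fluorescent substrate, 50 nM final. Fluorescence read kinetically at 0 and 10 min; buffer-only wells as negative control.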
# Pol eta inh – blocks human DNA polymerase eta activity; Q9Y253; recombinant Pol eta, fluorescent DNA replication assay; Potency, µM (highest dose often 114 µM), for the others: at the highest dose activity change, negative = inhibition, actives largely listed as inhibitors; 390,000 tested, 1.2% active; AID 588591; further: potency means the concentration at half of the fitted maximal effect; on the % scale 0 is the no-effect control and ±100 the full control effect
#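 Pol eta at 10 nM preincubated with compounds 15 min at room temperature; reaction started with fluorescent substrate (50 nM final) and read kinetically at 0 and 10 min.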
# Pol beta inh – DNA polymerase beta (human) inhibition; Pol beta primer extension/strand displacement, fluorescence kinetic; 340,000 tested, 1.3% active; Potency, µM (series often up to 114 µM), for the others: at the highest dose activity change, negative = inhibition, most hits filed as inhibitors; AID 485314; P06746; further: potency means the concentration at half of the fitted maximal effect; on the % scale 0 is the no-effect control and ±100 the full control effect
#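 Human Pol beta at 10 nM; strand-displacement substrate 50 nM final. Compound exposure 15 min at room temperature before start, reaction 10 min at room temperature.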
# * marks the source's active call; other numbers are inactive results; ? = inconclusive; / = no result given; & = joins results of further samples; [ ] = remark or other dose. Unless noted, the call rests on the fitted dose curve; in most records, active means well fitted curve in the direction sought with a large enough effect; inconclusive means small, poorly fitted or top-dose-only effect, or another doubt; inactive means no such curve, though single readings can be large; an effect the other way counts as inactive or inconclusive. These rows are one share of the data; rates above refer to the full screens.
SMILES,LDHA block,Glioma ERSR ind,APE1 inh,Anesthetic bind,POLK inh,BLM inh,POLI inh,Pol eta inh,Pol beta inh
CC1CCN(C(=O)CNC(=O)Cn2ccc3ccccc3c2=O)CC1,0,-3%,1%,-6%,-1%,2%,-27%,-9%,-1%
CCN(CC)S(=O)(=O)c1cc(C(=O)Nc2ccccc2C(=O)O)ccc1OC,-11,6%,-3%,-6%,-10%,-1%,-17%,5%,6%
CC/C(=N\NC(=O)CSCc1ccccc1Cl)c1ccc2c(c1)OCCO2,-4,0%,-3%,?,-1%,3%,0%,-18%,1%
CC(=O)c1ccc(N2CCN(C(=O)CCc3nnc4n(C)c(=O)c5sccc5n34)CC2)cc1,-5,-3%,/,-9%,-5%,-7%,12%,4%,6%
CCOc1ccccc1CN1CCc2nc(N3CCN(c4ccccc4F)CC3)ncc2C1,1,-3%,/,16%,1%[60.1 µM],3%,53%[activator],-5%,-3%
CCCOc1ccc(CNC(=S)N/N=C/c2ccc([N+](=O)[O-])cc2)cc1,-5,-5%,-2%,?,-13%,-13%,9%,-3%,0%
OC(CNc1ncnc2sccc12)c1ccccc1 (configuration not stated),2,-2%,2%,-2%,6%,-1%,33%[activator],-7%,6%
COc1ccc(-c2cc(C(=O)Nc3ccn(Cc4ccc(C)cc4)n3)no2)cc1OC,-15,-1%,/,-10%,-6%,-5%,0%,-13%,-5%
COc1ccc(C2(c3ccc(OC)cc3)NC(=O)N(CC(=O)N(C)c3ccccc3)C2=O)cc1,-3,4%,-20%,-14%,-20%,-7%,48%[activator],-24%,2%
CC(/C=C/c1ccc2c(c1)OCO2)=N/NC(=O)c1ccc(C)nc1,4,-5%,21%,1%,-2%,-8%,10%,-14%,30%
O=C(COc1cccc2cccnc12)Nc1ccccc1N1CCOCC1,-1,-7%,4%,-13%,2%,3%,90%[activator],-13%,-13%
CCOC(=O)CCSc1nc(C)cc(C(F)(F)F)c1C#N,1,-3%,-4%,3%,-10%,-6%,-4%,1%,19%
O=C(COc1ccc(F)cc1)Nc1ccc(Cl)c(-c2nc3ccccc3[nH]2)c1,-6,/,/,1%,-5%,-10%,27%,/,-27%
COc1ccc(C(CNC(=O)CNC(=O)c2cccc(Cl)c2)N2CCCC2)cc1 (configuration not stated),-6,-1%,48%[activator],/,-10%,/,36%[activator],-14%,/
CC(C)c1nn2c(=O)cc(COC(=O)c3ccc(NC(=O)COc4ccccc4)cc3)nc2s1,-8,-1%,/,37%[activator],-6%[60.1 µM],-4%,32%[activator],-17%,8%
Cc1nc([N+](=O)[O-])cn1Cc1cccc2ccccc12,-3,2%,-8%,?,0%,4%,6%,-20%,?
COC1(OC)N=C(NC(=O)Nc2ccccc2)C2(C#N)C(c3ccccc3)C12C#N (configuration not stated),2,-4%,-1%,-13%,-10%,-1%,-10%,-7%,0%
COC(=O)CC(NS(=O)(=O)c1cccs1)c1ccccc1Cl (configuration not stated),-16,-2%,7%,?,-6%,0%,25%,0%,1%
CCCOc1ccc(C(C)=O)cc1CSc1nc(O)cc(=O)[nH]1,-7,-1%,-1%,?,?,-21%,35µM*,-5%,?
N#C/C(=C/c1ccc([N+](=O)[O-])cc1)C(N)=O,12,-2%,3%,1%,-9%,-3%,71%[activator],11%,2%
O=C(c1ccc2c(c1)OCO2)N(Cc1cccs1)C1(C(=O)NC2CCCCC2)CCCCC1,0,-5%,-2%,-16%,-1%,-3%,40%[activator],-15%,83%
COc1ccc(/C=N/NC(=O)c2cccc3ccccc23)c(OC)c1OC,-2,-2%,/,/,-12%,/,37%[activator],-3%,/
COc1cccc(N2CCN(C(=O)CCCCCNc3nc(=S)[nH]c4ccccc34)CC2)c1,-5,-8%,-6%,6%,2%,-3%,57%[activator],-22%,1%
CN1CC(=O)N/C1=N\C(=O)Nc1ccc2c(c1)N(C)C(=O)CS2,8,-3%,-1%,-8%,-3%,-3%,15%,-3%,2%
Cc1ccc(C(C)C)cc1S(=O)(=O)NCc1ccccn1,0,1%,52%[activator],-6%,8%,-3%,27%,-20%,4%

# Brought forward from above: three compounds; new compounds follow.
SMILES,LDHA block,Glioma ERSR ind,APE1 inh,Anesthetic bind,POLK inh,BLM inh,POLI inh,Pol eta inh,Pol beta inh
COc1cccc(N2CCN(C(=O)CCCCCNc3nc(=S)[nH]c4ccccc34)CC2)c1,-5,-8%,-6%,6%,2%,-3%,57%[activator],-22%,1%
CN1CC(=O)N/C1=N\C(=O)Nc1ccc2c(c1)N(C)C(=O)CS2,8,-3%,-1%,-8%,-3%,-3%,15%,-3%,2%
Cc1ccc(C(C)C)cc1S(=O)(=O)NCc1ccccn1,0,1%,52%[activator],-6%,8%,-3%,27%,-20%,4%
Cc1cccc(NC(=O)COC(=O)c2cc3ccccc3oc2=O)c1,-15,0%,-5%,-1%,-4%,-4%,8%,5%,-3%
CN(C(=O)c1ccccc1C(=O)c1ccccc1)C1CCS(=O)(=O)C1 (configuration not stated),-16,-1%,-3%,-12%,-8%,-6%,-10%,-2%,28%
O=C(NCc1cccnc1)/C(=C/c1ccc([N+](=O)[O-])cc1)NC(=O)c1ccccc1,-9,-3%,2%,/,-1%,/,17%,-8%,/
O=C(COC(=O)c1cc(Br)ccc1O)NCC1CCCO1 (configuration not stated),-3,-6%,7%,/,-11%,/,-2%,-11%,/
Cc1cccc2c1NC(=O)C21N2CCCC2C(C(=O)c2ccc3ccccc3c2)C12C(=O)Nc1ccccc12 (configuration not stated),2,9%,-4%,-7%,-1%,-2%,7%,-9%,4%
COc1ccc(CNC(=O)NS(=O)(=O)c2ccc(C)cc2)cc1,-4,-6%&-4%,8%,3%,3%&-20%,1%,7%&-6%,-3%,/
CSc1nc(=S)cc(C)[nH]1,1,-4%,8%,-2%,6%,5%,?,-2%,2%
N#Cc1ccsc1NC(=O)C1CCCN1S(=O)(=O)c1cccs1 (configuration not stated),-20,-3%,1%,/,0%,/,10%,-5%,/
COc1cccc(C(=O)N(Cc2ccc(C)o2)C2CCS(=O)(=O)C2)c1 (configuration not stated),-5,/,/,-2%,-3%,1%,-2%,/,5%
CCC(C)(C)NC(=O)c1ccc(Sc2nncn2C)c([N+](=O)[O-])c1,4,-4%,4%,-2%,-3%,0%,122%[activator],-17%,?
COC(=O)c1cc(NC2c3ccccc3C(=O)N2c2ccc(Cl)cn2)cc(C(=O)OC)c1 (configuration not stated),-6,0%,-2%,0%,-6%,-3%,16%,-19%,-20%
Cc1ccc(NC(=O)CN2C(=O)NC(C)(c3ccccc3)C2=O)c(C)c1 (configuration not stated),-5,8%,-5%,2%,-23%,-7%,81%[activator],1%,45%
C=CCn1c(C)c(C(C)=O)c(N2CCCC2)nc1=S,4,-9%,0%,-10%,-6%,0%,-3%,-14%,-6%
Cc1ccc(C(=O)NCCN(C)C)c(C)c1,-3,-1%,-15%,-9%,5%,-5%,3%,-11%,-22%
COC(=O)c1[nH]c(C)c(/C(O)=C2\C(=O)C(=O)N(CCN(C)C)C2c2ccc(C)o2)c1C (configuration not stated),2,0%,1%,-8%,-9%,1%,1%,-18%,11%
CCc1ccccc1NC(=O)Nc1ccc2c(c1)N(CC)C(=O)c1ccccc1S2,0,-5%,/,1%,-4%,-1%,23%,-11%,1%
Cc1cc(C)cc(N(CC(=O)NCc2ccccc2Cl)S(=O)(=O)c2c(C)noc2C)c1,0,-2%,/,-1%,4%,-1%,12%,-18%,19%
Cc1ccccc1-c1cc(Nc2ccc(F)cc2)ncn1,/,0%,-2%,-18%,-16%[60.1 µM],-8%,/,/,/
CCOc1ccc(C)cc1S(=O)(=O)Nc1cccnc1,3,-2%,/,/,-2%,/,5%,-11%,/
Cc1nc2ccccc2c(=O)n1/N=C/C=C/c1ccccc1,2,-2%,2%,-10%,0%,-2%,86%[activator],-11%,4%
CCCCn1c(N)c(N(CCOC)C(=O)CN(C)S(=O)(=O)c2ccc(Cl)cc2)c(=O)[nH]c1=O,-1,-2%,41%[activator],?,-3%,-14%,6%,-17%,10%
CC1=CC(=C(C#N)c2nc3ccccc3s2)C=C(C)N1Cc1ccco1,8,4%,-3%,-10%,-8%,-17%,39%,-13%,14%
c1ccc(CN(Cc2ccco2)C(c2ccncc2)c2nnnn2C2CCCC2)cc1 (configuration not stated),24,-3%,-1%,5%,?,-17%,?,45µM*,16%
CCOC(=O)c1ccccc1NC(=O)NCc1c(-n2cccc2)sc2c1CCCC2,-11,-3%,/,5%,-4%,-2%,-10%,-6%,12%
CS(=O)(=O)NCCSCc1ccc(Cl)cc1,-5,-2%,-8%,?,5%,-3%,15%,-8%,20%

# Other entries follow.
SMILES,LDHA block,Glioma ERSR ind,APE1 inh,Anesthetic bind,POLK inh,BLM inh,POLI inh,Pol eta inh,Pol beta inh
CCCC1=NN2C(=N)/C(=C\c3cc(C)n(-c4cc(C)cc(C)c4)c3C)C(=O)N=C2S1,1,-4%,2%,-3%,-3%,-13%,?,?,-20%
Cc1cc(C)c(C#N)c(SCc2nc3ccccc3c(=O)[nH]2)n1,-6,8%,-1%,-4%,-15%,-5%,27%,0%,9%
CCN(C(=O)c1cc2c(=O)[nH]c3ccc(C)cc3c2s1)c1ccccc1C,-6,-4%,-5%,0%,-1%,-4%,5%,-19%,17%
N#Cc1cc2c(=O)n3ccccc3nc2n(-c2nnc(SCc3ccccc3F)s2)c1=O,4,/,/,-12%,-18%,-5%,34%,/,7%
Nc1ccc2c(c1)C(=Cc1cccnc1)c1ccccc1-2,2,2%,/,/,-4%,/,65%[activator],-16%,/
O=C(COC(=O)CCCNC(=O)c1ccc(Cl)cc1)NCc1ccccc1Cl,-2,-3%,-3%,?,-17%,0%,9%,3%,0%
CC(C)(C)c1ccc(COC(=O)CNC(=O)CNC(=O)Cc2ccccc2)cc1,-1,0%,0%,-9%,-6%[60.1 µM],-6%,10%,-9%,5%
COc1ccc(-c2nsc(C(=O)N(c3ccc(F)cc3)C(C(=O)NC3CCCC3)c3ccc(OC)cc3)c2N)cc1 (configuration not stated),-9,-1%,0%,-8%,-10%,-8%,18%,-10%,-14%
